Bioassay records as filed in PubChem BioAssay.
CRFR2-BP ag – agonists of human CRF-binding protein/CRF-R2 receptor complex. AID 588473. activation, % at 13.2 µM. 0.46% of 350,000 active. HEK293 CRF-R2/CRF-BP, calcium dye fluorescence (FLIPR); percent of saturating CRF peptide response;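 active = activation of at least 50%, plus an integration ratio under a set limit after plate pattern correction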;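 note: plate controls were neutral control wells without compound for no effect and CRF at EC100 for full effect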
DNA FID counter – fluorescent intercalator displacement, NS3 helicase counter-screen. DNA fluorescent intercalator displacement, fluorescence. inhibition, % at 7.9 µM. 0.17% of 290,000 active; in the data active = inhibition above about 37%;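 note: 0% = vehicle and 100% = reference compound; higher means more ethidium bromide displaced from hairpin DNA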
MEKK2mut PB1 HTS – signal of MEK5 binding to mutant human MEKK2 PB1 domain; bead flow cytometry, Alexa488-MEK5 binding to MEKK2 mutant; percent response, % at 10 µM; AID 1530; 0.35% of 290,000 active; in the data active = percent response above about 24%, passing the limit was not always enough; note: inactives centre near 1; some results filed as inactive read as strong as hits
GalR3 antagonist – blocks the human galanin receptor 3. HEK293 GalR3-CNG cAMP membrane potential fluorescence; galR3 body fused to GalR1 C-terminus. 0.44% of 360,000 active. inhibition, % at 3 µM. O60755. AID 651719;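 active = inhibition above the screen-wide average plus 3 SD, cut at about 13% in these data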;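 note: forskolin and galanin both at EC90 stimulate the cells; cAMP rise reported by CNG channel membrane potential dye signal; 0% = forskolin plus galanin with DMSO and 100% = forskolin alone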
Target sequence (O60755 1-299 limits assumed): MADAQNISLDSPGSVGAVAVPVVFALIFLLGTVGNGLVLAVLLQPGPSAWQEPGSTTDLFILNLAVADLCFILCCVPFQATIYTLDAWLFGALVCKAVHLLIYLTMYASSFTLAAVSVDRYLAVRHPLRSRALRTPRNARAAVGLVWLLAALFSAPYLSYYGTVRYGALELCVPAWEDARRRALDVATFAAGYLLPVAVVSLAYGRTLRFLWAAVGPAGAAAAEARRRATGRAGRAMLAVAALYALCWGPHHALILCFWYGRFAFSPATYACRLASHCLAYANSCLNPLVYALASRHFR
UBC9 SUMO inh – SUMOylation inhibition. P63279. HTRF SUMOylation assay, SAE1/SAE2 + UBC9, in vitro. inhibition, % at 35 µM. 0.36% of 290,000 active. AID 2006; in the data active = inhibition above about 50%, passing the limit was not always enough; note: strong numbers were not always called active
Target sequence (P63279 whole entry, looked up): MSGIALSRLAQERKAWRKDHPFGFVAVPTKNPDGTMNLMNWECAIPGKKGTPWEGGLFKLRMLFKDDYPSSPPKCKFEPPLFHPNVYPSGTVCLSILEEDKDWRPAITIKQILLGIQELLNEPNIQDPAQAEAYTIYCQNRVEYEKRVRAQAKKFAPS
MEKK2 WT-MEK5 – raises or lowers MEK5 binding to wildtype human MEKK2 PB1 domain. Q9Y2U5. bead flow cytometry, Alexa488-MEK5 binding to MEKK2 WT; actives lie on both sides. binding response (% of control), % at 10 µM. 1.1% of 290,000 active. AID 1531; in the data active = binding response below about 67% or above about 130%
NS3 helicase inh – HCV NS3 helicase inhibition. NS3 helicase DNA unwinding, Cy5 molecular beacon fluorescence. inhibition, % at 10.9 µM. 0.56% of 290,000 active;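 active = inhibition above the mean of all tested compounds plus 3 SD, set per campaign, cut at about 35% in these data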;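 note: 0% = DMSO wells and 100% = thioflavine S control wells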
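System: NS3 helicase fragment of HCV / Schedule: 1 h at 25 °C / Control set: DMSO alone as 0% and 110 µM thioflavine S as 100% / Reagent: Cy5/quencher beacon DNA duplex and ATP to start / Technique: Cy5 fluorescence / Replication: singlicate / Evaluation: % inhibition of end-to-start signal ratio versus controls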
MEKK3 PB1 HTS – raises or lowers MEK5 binding to the human MEKK3 PB1 domain | Q99759 | bead-based flow cytometry, Alexa488-MEK5 binding to MEKK3; actives lie on both sides; 0 = blocked by unlabeled MEK5, 100 = vehicle | binding response (% of control), % at 10 µM | 1.4% of 290,000 active | AID 1529;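 active = binding response more than 3 SD above or below the average of its plate-row segment, actives on both sides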;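 note: Alexa488 bead fluorescence after subtracting the streptavidin-only scavenger bead signal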
Target sequence (Q99759 whole entry, looked up, the tested form may be a part): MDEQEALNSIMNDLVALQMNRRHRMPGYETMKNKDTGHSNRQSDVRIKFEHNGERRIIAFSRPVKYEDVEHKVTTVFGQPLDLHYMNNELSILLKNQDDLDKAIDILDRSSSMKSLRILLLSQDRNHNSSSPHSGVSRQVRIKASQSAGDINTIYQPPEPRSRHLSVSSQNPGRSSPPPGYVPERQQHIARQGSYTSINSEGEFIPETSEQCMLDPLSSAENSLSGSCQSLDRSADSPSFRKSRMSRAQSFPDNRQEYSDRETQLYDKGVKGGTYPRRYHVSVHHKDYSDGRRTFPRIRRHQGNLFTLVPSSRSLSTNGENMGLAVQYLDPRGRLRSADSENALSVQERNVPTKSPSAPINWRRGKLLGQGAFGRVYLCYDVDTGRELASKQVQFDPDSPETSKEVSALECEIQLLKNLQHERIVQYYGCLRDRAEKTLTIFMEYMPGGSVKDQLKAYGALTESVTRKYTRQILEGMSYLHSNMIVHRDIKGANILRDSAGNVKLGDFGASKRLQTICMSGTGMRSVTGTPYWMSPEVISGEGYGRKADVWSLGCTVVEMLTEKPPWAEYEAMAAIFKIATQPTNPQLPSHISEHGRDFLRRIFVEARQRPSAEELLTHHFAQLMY
CRFBP-R2 block – CRF-BP/CRF-R2 complex antagonism | HEK293 CRF-R2/CRF-BP, CRF-induced calcium fluorescence | inhibition, % at 11.8 µM | 0.59% of 350,000 active | AID 588475;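 active = inhibition of the ligand-induced calcium signal above about 50% at the single tested concentration, limit read from the data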
Starred values were filed as active, the others as inactive; / = not tested or not shown. These rows are one share of the data (hit frequency here may not be typical).

SMILES	CRFR2-BP ag	DNA FID counter	MEKK2mut PB1 HTS	GalR3 antagonist	UBC9 SUMO inh	MEKK2 WT-MEK5	NS3 helicase inh	MEKK3 PB1 HTS	CRFBP-R2 block
CCOC(=O)c1c(C)c(C(=O)NCCCN2CCCC2=O)c(C)n1CC	-0.3	-11	11	-6	4	105	0	102	11
CC(C)CN(CCNC(=O)CN1C(=O)CSc2ccc(S(=O)(=O)N3CCOCC3)cc21)CC(C)C	-2.2	2	4	5	7	104	-1	101	-4
Cc1cccc(C(=O)N[C@H](C(=O)OCc2cc(=O)n3c(n2)sc2ccccc23)C(C)C)c1	2.6	-6	-1	-4	12	90	9	93	-41
Cc1ccc(Cn2nc3c(cc2=O)CCc2ccccc2-3)cc1	1.2	-24	-5	-4	-2	93	5	106	-1
Cc1cc(=O)n2[nH]c(-c3ccccc3Cl)cc2n1	-1.4	-3	8	-3	5	89	-6	82	-15
COc1ccc(NC(=O)CSc2nc(N)c(C(=O)Nc3ccc(N(C)C)cc3)s2)cc1	-0.7	-8	-6	/	20	94	-9	90	-4
Cc1cc(C)nc(Nc2ccc(Br)cc2C(=O)O)n1	-1.4	-18	0	-8	25	99	2	103	-6
Cc1ccc(Sc2nnc(Cc3ccccc3)c3ccccc23)cc1	6.0	-10	-5	-1	-3	86	4	87	23
COc1ccc(CNC(=O)C(=O)NCC2OCCN2S(=O)(=O)c2ccc(F)cc2)cc1 (centres undefined)	0.8	-35	-5	-4	0	93	-7	95	0
Cc1ccc(N2CC(C(=O)N3CCC(C(=O)Nc4nnc(C(C)C)s4)CC3)CC2=O)cc1 (centres undefined)	-0.7	-48	-6	-8	9	92	1	96	3
CC(Nc1ccc2c(c1)OCCO2)C(=O)Nc1ccc2c(c1)OCO2 (centres undefined)	-0.9	-1	-14	-8	-1	80	-13	87	5
COc1ccc(-c2nnc(SCc3csc(N)n3)n2C)cc1	-0.9	-2	7	-7	9	106	-4	105	13

Among those listed so far, these have an aryl methoxy group:
SMILES	CRFR2-BP ag	DNA FID counter	MEKK2mut PB1 HTS	GalR3 antagonist	UBC9 SUMO inh	MEKK2 WT-MEK5	NS3 helicase inh	MEKK3 PB1 HTS	CRFBP-R2 block
COc1ccc(NC(=O)CSc2nc(N)c(C(=O)Nc3ccc(N(C)C)cc3)s2)cc1	-0.7	-8	-6	/	20	94	-9	90	-4
COc1ccc(CNC(=O)C(=O)NCC2OCCN2S(=O)(=O)c2ccc(F)cc2)cc1 (centres undefined)	0.8	-35	-5	-4	0	93	-7	95	0
COc1ccc(-c2nnc(SCc3csc(N)n3)n2C)cc1	-0.9	-2	7	-7	9	106	-4	105	13

The list continues:
SMILES	CRFR2-BP ag	DNA FID counter	MEKK2mut PB1 HTS	GalR3 antagonist	UBC9 SUMO inh	MEKK2 WT-MEK5	NS3 helicase inh	MEKK3 PB1 HTS	CRFBP-R2 block
COC(=O)C(CCCCN1C(=O)C2C3C=CC(C3)C2C1=O)N1C(=O)C2C3C=CC(C3)C2C1=O (centres undefined)	1.5	-22	3	0	33	106	2	103	-4
O=C(c1cc2nc(-c3ccccc3)cc(C(F)(F)F)n2n1)N1CCOCC1	-3.3	-5	0	/	38	98	-5	96	37
COC(=O)c1cc(Br)c(=O)n(Cc2ccc3c(c2)OCO3)c1	-0.1	-6	1	1	17	99	-1	98	14
CC(C)NC(=O)CCn1c(=S)oc2ccccc21	-1.8	-13	-1	-2	9	109	6	117	12
CC(=O)Nc1nc2c(c3c1c(=O)oc1ccccc13)CC(C)CC2 (centres undefined)	/	-2	-4	/	23	100	-8	107	/
CCOC(=O)c1cccc(Nc2nc(-c3cccnc3)nc3ccccc23)c1	-1.0	-14	/	2	27	/	-39	/	-2
Cc1ccc(-c2ccc(CCC(=O)O)n2NC(=O)c2ccco2)cc1	0.0	-10	/	-2	-10	/	8	/	6
CN(C)c1ccc2nc3c(=O)[nH]c(=O)nc-3n(CC(O)C(O)C(O)CO)c2c1 (centres undefined)	43	-304	15	-8	22	101	-3	99	-47
CC1CCCCC1NC(=O)C1CCC(CNS(=O)(=O)c2ccccc2)CC1 (centres undefined)	-1.4	-32	6	-10	23	106	-10	106	-3
CCc1ccc(S(=O)(=O)NCCc2cn3ccsc3n2)s1	1.2	-4	9	/	0	110	6	106	35
CC(C)CNC(=O)CN1C(=O)NC2(CCCc3ccccc32)C1=O (centres undefined)	-1.3	-1	-2	-9	-6	100	-3	101	-12
COc1ccc(OC)c(CNC(=O)CCc2nc(-c3cccs3)no2)c1	-0.5	-16	-3	3	11	100	0	102	8
O=C(CN1CCCCCCC1)Nc1cc(Cl)cc(Cl)c1	-1.4	13	-2	-6	10	100	-10	95	-8
Cc1cc(C)c(S(=O)(=O)N2CCCOC2CNC(=O)C(=O)NCc2cccnc2)c(C)c1 (centres undefined)	0.8	-20	/	-3	0	/	-7	/	10
COC(=O)c1c(NC(=O)/C=C/C(=O)O)sc(Cc2ccccc2)c1C	-6.3	-25	-2	/	19	97	12	99	-27
COc1ccc(C2=C(c3ccc([N+](=O)[O-])cc3)C(=O)OC2)cc1	0.6	13	-2	-2	17	95	4	101	1
CC(C)N(C#N)c1nc(N2CCOCC2)nc(N2CCOCC2)n1	-0.8	-8	-3	-3	16	95	-2	98	5
O=C(Cc1ccc([N+](=O)[O-])cc1)N1N=C(c2ccncc2)CC1(O)C(F)(F)F (centres undefined)	0.0	-2	-1	8	-20	97	-19	104	-3
Cc1ccc(S(=O)(=O)Nc2nonc2C)cc1	1.8	-1	/	-4	14	/	-7	/	4
O=C(CNCc1ccccn1)Nc1ccc([N+](=O)[O-])cc1C(=O)Nc1ccccc1F	5.0	-16	-3	-8	0	99	-8	102	-7
Clc1ccc(CN2CCc3c([nH]c4ccccc34)C2)cc1Cl	13	6	3	-11	-29	109	-64	106	-30
Cc1ccnc(NC(=O)c2ccc(Cl)s2)c1	-0.9	-4	0	/	6	103	4	102	-11
O=C(c1scc2c1CCCC2)N1CCOCC1	-0.6	-2	-3	-3	-20	96	-9	96	-3
CCC(=O)Nc1nnc(S(=O)(=O)N(CC(C)C)c2ccccc2)s1	1.6	-13	-1	-7	-1	95	3	99	-6
C#CC1(NC(=O)NC(C)C)CCCCC1	-1.0	1	1	-2	12	107	2	108	0
CCOc1ccc(NC(=O)C2CCN(C(=O)NCc3ccccc3)CC2)cc1	0.8	-13	-7	-6	14	86	1	91	6
CCOc1ccc(/C=N/NC(=O)NC23CC4CC(CC(C4)C2)C3)cc1O	0.4	-26	-9	-5	-22	87	-3	97	-6
COc1ccc(NC(=O)CSc2nc3ccsc3c(=O)n2Cc2ccccn2)c(OC)c1	-5.2	-15	2	7	6	101	-5	106	9
O=C(Nc1cc(C(F)(F)F)ccc1N1CCOCC1)c1cccnc1Cl	-1.6	-2	-1	1	21	92	-1	93	11
CCOc1nc(SC(C(C)=O)C(=O)Nc2ccccc2)nc(N(C)C)n1 (centres undefined)	-2.2	-15	9	0	-3	102	0	105	19
Cc1ccc(C)c(C(=O)NCc2ccncc2)c1	1.4	-1	11	-1	-10	113	-3	109	8
COc1cccc2sc(N3CCN(c4nc5ccccc5s4)CC3)nc12	-1.1	-5	1	-3	13	98	6	101	-7
CCCCCC(=O)N[C@@H](c1ccccc1)[C@@H](O)C(=O)O[C@H]1C[C@@]2(O)[C@@H](OC(=O)c3ccccc3)C3[C@](C)(C(=O)[C@H](OC(C)=O)C(=C1C)C2(C)C)[C@@H](O)C[C@H]1OC[C@@]31OC(C)=O (some centres undefined)	0.4	-53	3	-5	-10	98	-49	104	-25
Cc1ccc(-c2nnn(CC(=O)N(CC(=O)NC3CCCCC3)c3cccc(F)c3)n2)o1	0.0	-32	-1	-4	-1	96	-4	101	-10
COc1cc2c(OC(C)=O)c3c(c(-c4ccc5c(c4)OCO5)c2cc1OC)C(=O)OC3	14	-4	0	-7	20	96	2	98	19
COc1ccc(C2C(C(C)=O)=C(O)C(=O)N2CCc2c[nH]c3ccccc23)cc1 (centres undefined)	-1.7	-46	-11	-5	3	86	32	90	9
CCS(=O)(=O)c1nc(NC(C)=O)n[nH]1	-0.1	6	8	1	15	113	-1	107	6
O=c1nc(N2CCOCC2)ccn1Cc1ccc(Br)cc1	-0.4	-4	-2	-4	24	98	6	101	8
COC(=O)c1cc(C(=O)OC)cc(N2C(=O)CC(Sc3nc(C)cc(C)n3)C2=O)c1 (centres undefined)	-1.5	-30	6	0	16	100	6	99	15
CS(=O)Cc1cc(Oc2ccccc2)nc(-c2ccncc2)n1 (centres undefined)	-1.6	-12	-8	1	-2	91	2	98	3
CC(C)C(=O)NCC(c1cccs1)S(=O)(=O)c1ccc(F)cc1 (centres undefined)	2.4	-11	2	7	/	104	21	102	-9
CN1CCN(c2nc(-c3ccccc3)nc3c2oc2ccccc23)CC1	1.5	/	9	-5	-1	126	/	104	-29
Cc1ccc(C)c(NC(=O)/C(C#N)=C/c2ccc(Sc3nncn3C)c([N+](=O)[O-])c2)c1	/	-13	-1	/	-1	97	-29	95	/
CCCCOc1ccc(Cl)cc1Nc1nc(NCCO)nc(N2CCCC2)n1	-1.0	/	9	2	/	141*	/	110	1
O=C(NC1CCN(c2ncccn2)CC1)c1c(F)cccc1F	0.9	-3	9	-8	19	105	-5	101	-7
CC(=O)Nc1ccc(Nc2ncnc(N)c2[N+](=O)[O-])cc1	-2.3	-7	6	-6	9	103	10	104	-5
Fc1cccc2sc(Nc3nc4cc5c(cc4s3)OCO5)nc12	5.5	1	-2	-6	-28	93	-3	97	-26
O=C(Nc1cccc2ccccc12)OC1C=CS(=O)(=O)C1 (centres undefined)	0.5	2	-6	-6	11	97	-1	91	-3
CCc1ccc2[nH]c(=O)c(CN(Cc3ccccc3OC)C(=O)Nc3ccccc3OC)cc2c1	-3.5	-3	-1	-3	4	94	4	94	7
CCCS(=O)(=O)c1c(S(=O)(=O)CCC)c2ccc(C(N)=O)cn2c1C(=O)c1ccccc1	0.2	-20	6	-11	15	109	-12	106	7
COc1ccc(N2CCN(c3oc(COc4ccc(Cl)cc4Cl)nc3C#N)CC2)cc1	-1.8	-5	6	-3	29	111	-6	108	6
COc1ccc(C(=O)NC(C)CCc2ccccc2)cc1 (centres undefined)	-1.6	-11	5	-11	14	107	-16	104	9
O=C(O)/C=C/C(=O)NCc1cn(-c2ccccc2)nc1-c1cccc(Br)c1	-0.8	-18	-5	-4	-21	92	21	98	-6
NC(=O)C1CCN(C(=O)NC(=O)c2ccccc2)CC1	0.5	-1	2	3	-18	100	0	101	-4
Cc1nn2cc(-c3ccccc3)nc2s1	-7.2	-1	4	-3	6	103	2	105	14
COC(=O)c1ccc(/C=C/c2c(-c3ccsc3)oc3ccc(N4CCOCC4)cc23)cc1	-2.8	-24	0	0	47	103	-6	107	0
COc1cc2sc3ccc(C#Cc4ccc(N)cc4)cc3c(=O)c2cc1OC	2.2	/	4	5	/	95	/	102	-2
COc1cc(-c2nnc(SCC(=O)c3cc(C)n(CC4CCCO4)c3C)o2)cc(OC)c1OC (centres undefined)	6.1	-39	1	0	8	96	2	99	-50
c1ccc(-n2nnc(-c3cccnc3)n2)cc1	-0.7	-3	6	0	4	103	-2	94	4
Cc1nc(N2CCN(c3ccccc3)CC2)nc2c1C(=O)CC(C)C2 (centres undefined)	1.2	-4	-3	-4	6	102	9	103	10
